RXFP1 antag – antagonists of human relaxin receptor RXFP1; Q9HBX9; HEK293-RXFP1, relaxin-stimulated cAMP HTRF, 30 min; hits give low values; 350,000 tested, 0.59% active; AID 1259400; activity change, negative = inhibition, % at 57.5 µM;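 active = activity change of -60% or lower, but not beyond a set lower limit; inconclusive = change between -60% and -40%, or beyond the set limit; inactive = change above -40%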
Target sequence (Q9HBX9 whole entry, looked up): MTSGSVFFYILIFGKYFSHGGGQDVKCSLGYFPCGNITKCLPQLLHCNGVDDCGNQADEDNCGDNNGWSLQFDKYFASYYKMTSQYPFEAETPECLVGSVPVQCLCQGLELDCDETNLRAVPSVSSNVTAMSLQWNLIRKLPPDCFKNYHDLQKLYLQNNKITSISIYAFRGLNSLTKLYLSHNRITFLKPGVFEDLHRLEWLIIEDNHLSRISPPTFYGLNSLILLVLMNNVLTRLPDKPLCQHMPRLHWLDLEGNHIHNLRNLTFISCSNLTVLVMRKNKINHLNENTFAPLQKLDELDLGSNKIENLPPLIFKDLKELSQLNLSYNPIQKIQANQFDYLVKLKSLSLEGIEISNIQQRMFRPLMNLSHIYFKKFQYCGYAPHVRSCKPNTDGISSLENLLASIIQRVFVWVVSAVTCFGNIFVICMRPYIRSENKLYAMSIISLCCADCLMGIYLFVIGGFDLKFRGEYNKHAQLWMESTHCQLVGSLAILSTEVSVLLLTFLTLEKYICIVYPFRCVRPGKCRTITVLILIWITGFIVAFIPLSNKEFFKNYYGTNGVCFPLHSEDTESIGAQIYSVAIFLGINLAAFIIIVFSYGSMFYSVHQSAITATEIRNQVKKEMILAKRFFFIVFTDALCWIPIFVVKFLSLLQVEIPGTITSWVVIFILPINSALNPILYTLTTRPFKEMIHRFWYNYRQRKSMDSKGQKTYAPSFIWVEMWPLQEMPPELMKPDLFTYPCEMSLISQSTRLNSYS
* hit, by the source's call; ? = inconclusive; & = joins results of further samples; ! = a repeat was not active. % is set by controls: 0 for no effect and ±100 for the full control effect. The list is partial, so the mix of outcomes need not match the whole.

Sample of the layout (6 entries):
SMILES	RXFP1 antag
C=C1C(C)C2C(Cc3ccccc3)NC(=O)C23C(OC(C)=O)C=CC(C)(O)CC(C)CC=CC3C1O (stereo not given)	2
Cc1cc(N(CCCl)CCCl)ccc1C=NNC(=O)c1cccnc1	10
CCCOc1ccccc1OCC(=O)N1CCN(CC(=O)N2CCOCC2)CC1	13
CCOC(=O)CNC(=O)N1Cc2ccccc2-n2nncc2C1	-2
N[C@@H](Cc1ccc(Oc2cc(I)c(O)c(I)c2)c(I)c1)C(=O)O	-32
CC1NCCOC1c1ccccc1 (stereo not given)	20

This part in full, from the start:
SMILES	RXFP1 antag
C=C1C(C)C2C(Cc3ccccc3)NC(=O)C23C(OC(C)=O)C=CC(C)(O)CC(C)CC=CC3C1O (stereo not given)	2
Cc1cc(N(CCCl)CCCl)ccc1C=NNC(=O)c1cccnc1	10
CCCOc1ccccc1OCC(=O)N1CCN(CC(=O)N2CCOCC2)CC1	13
CCOC(=O)CNC(=O)N1Cc2ccccc2-n2nncc2C1	-2
N[C@@H](Cc1ccc(Oc2cc(I)c(O)c(I)c2)c(I)c1)C(=O)O	-32
CC1NCCOC1c1ccccc1 (stereo not given)	20
O=C1CC(=O)N(c2ccccc2)C(=O)N1	0
COc1ccc(C(CC(C)=O)c2c(O)c3ccccc3oc2=O)cc1OC (stereo not given)	-1
FC(F)(F)c1cccc(NC2=NCCS2)c1	15
CC1C(c2cccs2)=[N+]([O-])C(C)(C(=O)c2ccc(Cl)cc2)N1O (stereo not given)	8
CC(NC(=O)N1CC1(C)C)c1ccccc1 (stereo not given)	6
CCOC(=O)c1cccc(C2=C(CNC(=O)c3ccncc3)[C@H]3CC[C@@H](C2)N3Cc2ccccc2)c1	1
C/C(=N/O)c1ccc2ccc3ccccc3c2c1	-8
CCOP(=S)(OCC)O/N=C(\C#N)c1ccccc1	11
CCCN(CCC)CCc1c[nH]c2ccccc12	13
O=[N+]([O-])c1cc([N+](=O)[O-])c2ccccc2c1	14
CCC(=O)O[C@@H]1C=C2CCC3C(CCC4(C)C3CC[C@@H]4OC(=O)CC)C2CC1 (stereo not given in full)	-16
COc1ccc(C(=O)CC(c2ccc(OC)c(OC)c2)c2c(O)c3ccccc3oc2=O)cc1OC (stereo not given)	-2
Fc1ccccc1CN1Cc2ccccc2-n2nncc2C1	2
O=C(c1cccs1)N1CCC(C(=O)O)(c2ccccc2)CC1	3
CCNC(C)Cc1cccc(C(F)(F)F)c1 (stereo not given)	-5
CC1C(c2ccccc2)OCCN1C (stereo not given)	-12
Cc1ccc(N=CN(C)C=Nc2ccc(C)cc2C)c(C)c1	4
CN(C)c1ccc(C=C2C(=O)NC(=S)NC2=O)cc1	-15
Cc1ccc(-c2nc3ccc(C)cn3c2CC(=O)N(C)C)cc1	15

The closing 2 compounds of the section before lead into the next.
SMILES	RXFP1 antag
CN(C)c1ccc(C=C2C(=O)NC(=S)NC2=O)cc1	-15
Cc1ccc(-c2nc3ccc(C)cn3c2CC(=O)N(C)C)cc1	15
CC(=O)C1C(N2CC2)CC2C3CC=C4CC(O)CCC4(C)C3CCC21C (stereo not given)	-8
O=C(N1CCCCCC1)N1CC1	2
CN(C)Cc1c[nH]c2cc([N+](=O)[O-])ccc12	-13
CC12Cc3cnoc3C=C1CCC1C2CCC2(C)C1CCC2(C)O (stereo not given)	-6
O=c1c2ccccc2[nH]c(=S)n1-c1cccc(Cl)c1	?
COc1ccc(C(CN(C)C)C2(O)CCCCC2)cc1 (stereo not given)	-14
COC(=O)C1=C(c2ccc(OCc3ccccc3)cc2)C[C@@H]2CC[C@H]1N2C	1
CC(=O)OC12COC1CC(O)C1(C)C(=O)C(O)C3=C(C)C(O)CC(O)(C(OC(=O)c4ccccc4)C21)C3(C)C (stereo not given)	-1
CN1C(=O)N(C)C(=O)C(NS(=O)(=O)c2ccc(N)cc2)(c2ccccc2)C1=O	-14
CCCN(CCC)c1c([N+](=O)[O-])cc(S(N)(=O)=O)cc1[N+](=O)[O-]	-73*
O=c1c2ccccc2[nH]c(=S)n1-c1cccc(C(F)(F)F)c1	-22
COC(=O)C1=C(c2ccc(OCc3ccccc3)cc2)C[C@@H]2CC[C@H]1N2C(=O)NCc1ccc(F)cc1	5
O=C(CCN1CC=C(c2ccccc2)CC1)NCc1ccccc1	6
O=C(Cc1cccs1)N1Cc2ccccc2-n2nncc2C1	-4
CCS(=O)(=O)NCc1nnc2n1-c1ccc(Br)cc1C(c1ccccc1Cl)=NC2	0
COc1ccc(OC(=O)N(C)C[C@@H]2OCc3cnnn3CCCC(=O)N([C@H](C)CO)C[C@H]2C)cc1	3
Fc1cc(Br)ccc1CBr	12
COc1cc(CC(C)N)c(OC)cc1Br (stereo not given)	15
COc1cc(OC)c(OC)cc1C=O	7&16
CC(Cc1ccccc1)N(C)CC1C(=O)C2CCC1C2 (stereo not given)	-5
C[C@H](N)[C@H](O)c1ccc(O)c(O)c1	13
COc1cc(CCN)c(OC)cc1Br	-6
C[C@]12CCC3C(C(=O)C[C@H]4C[C@@H](O)CC[C@]34C)C1CCC2=O (stereo not given in full)	-6
COc1ccc(NC2Oc3cc4c(cc3C(c3cc(OC)c(OC)c(OC)c3)C2C)OCO4)cc1 (stereo not given)	-11
Cc1cc(=O)oc2cc(OCC(=O)N3CCN(Cc4ccccc4)CC3)ccc12	3
SMILES	RXFP1 antag
C[C@]12CC[C@H](O)CC1=CC(=O)C1C2CC[C@]2(C)C(=O)CCC12 (stereo not given in full)	-15
Oc1cc(Cl)ccc1Oc1ccc(Cl)cc1Cl	-77*!
O=P(N1CC1)(N1CC1)N1CCc2ccccc21	-9
CC(=O)OC1CCC2(C)C(CC(=O)C3C2CCC2(C)C(OC(C)=O)CCC32)C1 (stereo not given)	-2
CC1OC(OC2CC(O)C3(CO)C4C(O)CC5(C)C(C6=CC(=O)OC6)CCC5(O)C4CCC3(O)C2)C(O)C(O)C1O (stereo not given)	-7
C=CC[C@]1(O)CC[C@H]2[C@@H]3CCC4=CC(=O)CCC4=C3C=C[C@@]21C	-39
CNC(=O)Oc1cccc2c1OC(C)(C)O2	-7
CC(=O)OC1CC(OC2C(O)CC(OC3C(O)CC(OC4CCC5(C)C(CCC6C5CCC5(C)C(C7=CC(=O)OC7)CCC65O)C4)OC3C)OC2C)OC(C)C1OC1OC(CO)C(O)C(O)C1O (stereo not given)	-9
CN1CCC2(CC1)c1ccccc1-c1ccccc12	-15
COC(=O)C1=C(c2ccccc2OCc2ccccc2)C[C@@H]2CC[C@H]1N2C	6
O=C(O)C(O)(c1ccc(Cl)cc1)C1(O)CCCC1 (stereo not given)	-2
CS(=O)(=O)c1ccc(C2=C(CNC(=O)c3ccc([N+](=O)[O-])cc3)[C@H]3CC[C@@H](C2)N3CCOc2ccccc2)cc1	-18
Cc1c(NS(=O)(=O)c2ccccc2)ccc([N+](=O)[O-])c1Cl	-5
CCN(CC)C(=O)N[C@@H]1C=C2c3cccc4[nH]cc(c34)C[C@@H]2N(C)C1	-16
C[C@@H]1CN([C@H](C)CO)C(=O)CCCn2nncc2CO[C@H]1CN(C)C(=O)Oc1ccc2ccccc2c1	-4
CC(CC(C#N)(c1ccccc1)c1ccccc1)N1CCOCC1 (stereo not given)	-13
O=Cc1cn(Cc2c(F)cccc2Cl)nc1-c1ccccc1	-2
Clc1ccc(CO/N=C(\Cn2ccnc2)c2ccc(Cl)cc2Cl)c(Cl)c1	?
CCC(C)(O)C(=O)OC1C(=O)OC2CC3C(C)=CC(=O)C(O)C3(C)C3C4(O)OCC23C1C(C)C4O (stereo not given)	2
CN1C(=O)NC(=O)C2(CCCC2)C1=O	-7
Cc1cccc(C)c1NC(=O)CN1CCCC1=O	7
C[C@]12CC[C@H](N)CC1=CCC1C2CC[C@@]2(C)C1CC[C@@H]2O (stereo not given in full)	-14
COc1ccccc1-n1c(-c2ccccc2F)nc2ccccc2c1=O	-26
C[C@]12CCC3C(CC[C@@H]4C[C@@H](O)CC[C@]34C)C1CC[C@@H]2O (stereo not given in full)	-4
CCOC(=O)c1cccc(C2=C(CNC(=O)c3nccs3)[C@H]3CC[C@@H](C2)N3Cc2ccccc2)c1	14

Reprinted at random: two entries already listed
SMILES	RXFP1 antag
Cc1c(NS(=O)(=O)c2ccccc2)ccc([N+](=O)[O-])c1Cl	-5
C=CC[C@]1(O)CC[C@H]2[C@@H]3CCC4=CC(=O)CCC4=C3C=C[C@@]21C	-39

In the list so far, these contain bromine.
SMILES	RXFP1 antag
CCS(=O)(=O)NCc1nnc2n1-c1ccc(Br)cc1C(c1ccccc1Cl)=NC2	0
Fc1cc(Br)ccc1CBr	12
COc1cc(CC(C)N)c(OC)cc1Br (stereo not given)	15
COc1cc(CCN)c(OC)cc1Br	-6

Continuation:
SMILES	RXFP1 antag
Cc1ccc(CN2CCC3CCC(C3)C2)c(O)c1 (stereo not given)	-7
O=C(CCCCl)c1ccc(F)cc1	-10
CCCCn1c(O)c(C=NCCN2CCCCC2)c(=O)[nH]c1=O	-5
CC12C=CC(=O)C=C1CCC1C2C(=O)CC2(C)C(=O)CCC12 (stereo not given)	-1
COc1cccc(C)c1NC1=NCCO1	-11
CC(C)(C)C(=O)O[C@H]1CC[C@@]2(C)C(=CC(=O)C3C2CC[C@]2(C)C(=O)[C@@H](F)CC32)C1 (stereo not given in full)	-12
COc1ccccc1C1=NCc2nnc(CSC)n2-c2ccc(Cl)cc21	-39
ClC1=C(Cl)[C@]2(Cl)[C@@H]3[C@@H]4C[C@@H]([C@H]5O[C@@H]45)[C@@H]3[C@@]1(Cl)C2(Cl)Cl	-21
COC[C@]12CN(C)C3C4[C@H](OC)[C@H]1C3([C@@H](OC)C[C@H]2O)[C@@H]1C[C@@]2(O)[C@H](OC(=O)c3ccccc3)[C@@H]1[C@]4(OC(C)=O)[C@@H](O)[C@@H]2OC	1
Cc1ccc(OC(=O)N(C)C[C@@H]2OCc3cnnn3CCCC(=O)N([C@@H](C)CO)C[C@@H]2C)cc1	15
CCCCCCCCCCOC(=O)CCN1CC1	-5
CCN(CCCl)c1cc(CN(C)C)cc(NC(=O)c2ccc(C(=O)Nc3cc(CN(C)C)cc(N(CC)CCCl)c3)cc2)c1	?
C[C@]12CCC3C(CC[C@H]4C[C@H](O)CC[C@]34C)C1C[C@@H](O)[C@H]2O (stereo not given in full)	-17
CS(=O)(=O)c1ccc(C2=C(CNC(=O)c3cccnc3)[C@H]3CC[C@@H](C2)N3Cc2ccccc2)cc1	7
NC1=NC(=O)N2CC12 (stereo not given)	0
Cn1c(=O)oc(=O)c2ccccc21	-6
COC(=O)C12CCc3cc(OC)ccc3C1=CC(=O)C2 (stereo not given)	9
CCC(=O)C(CCN(C)C)(c1ccccc1)c1ccccc1	9
CN(C)CCc1c[nH]c2cccc(OP(=O)(O)O)c12	18
CCC(CC)(CNC(=O)CCCO)c1cccc(OC)c1	-5
c1ccc(CNC2CCCCCCC2)cc1 (tested in a mixture with another compound)	-2
CC=C(CC)C1(CCC)C(=O)NC(=S)NC1=O	-5
O=C1NC(=O)C2C1C1(Cl)C(Cl)=C(Cl)C2(Cl)C1(Cl)Cl (stereo not given)	-13
O=C(c1cc(Cl)cc(Cl)c1)N1Cc2ccccc2-n2nncc2C1	-7
COc1ccc(C(SCC(NC(=O)OCc2ccccc2)C(=O)O)c2ccc(OC)cc2)cc1 (stereo not given)	-7
SMILES	RXFP1 antag
COc1ccccc1NC(=O)COC(=O)c1cc(C)n(C2CC2)c1C	-7
CC(C)CCC1(CCO)C(=O)NC(=S)NC1=O	-12
CCC1(O)CCC2C3CCC4=CC(=O)CCC4C3CCC21CC (stereo not given)	-15
CC1=CC(O)C(O)C2(C)C1CC1OC(=O)CC3C(C)C(O)C(=O)C2C13CO (stereo not given)	-3
CCS(=O)(=O)CCSP(=O)(OC)OC	-1
CC(=O)[C@@]1(O)CCC2C3CC=C4C[C@@H](O)CC[C@]4(C)C3CC[C@@]21C (stereo not given in full)	-16
CCC1CN1P(=S)(N1CC1CC)N1CC1CC (stereo not given)	11
CCCCC1(CCC)C(=O)NC(=S)NC1=O	4
Cc1ccc(C2C(=O)NC(=O)NC2=O)cc1	-5
C[C@]12CC[C@H]3[C@@H](CCC4=CC(=O)CC[C@@H]43)[C@@H]1CC[C@@H]2OC(=O)CCC1CCCCC1	-11
O=C1/C(=C/c2cc([N+](=O)[O-])ccc2Cl)N2CCC1CC2	7
CC(Cc1ccc(O)cc1)NCC(O)c1ccc(O)c(O)c1 (stereo not given)	12
O=C(NC(=S)N1CC1)c1ccccc1	14
CCC(C)C1NC(=O)C(NC(=O)C(CC(C)C)N(C)C(=O)C2CCCN2C(=O)C(C)O)C(C)OC(=O)C(Cc2ccc(OC)cc2)N(C)C(=O)C2CCCN2C(=O)C(CC(C)C)NC(=O)[C@H](C)C(=O)[C@H](C(C)C)OC(=O)CC1O (stereo not given in full)	-13
Cc1ccc(OP(=O)(O)Oc2ccc(C)cc2)cc1	-5
C[C@@H]1CN([C@@H](C)CO)C(=O)CCCn2nncc2CO[C@@H]1CN(C)C(=O)Oc1ccc2ccccc2c1	4
CCCC1(CC(C)C)C(=O)NC(=S)NC1=O	-5
CCS(=O)(=O)NC(C)c1nnc2n1-c1ccc(Br)cc1C(c1ccccc1Cl)=NC2 (stereo not given)	-2
CCON=C(CC)C1=C(O)CC(c2c(C)cc(C)cc2C)CC1=O (stereo not given)	-34
CCc1cc2c(cc1-c1csc(C/C(N)=N/O)n1)C(C)(C)CCC2(C)C	0
Cc1ncoc1C(=O)NCC1=C(c2ccc3ccccc3c2)C[C@@H]2CC[C@H]1N2Cc1ccco1	8
CN=C1CN(O)C(c2ccccc2)c2cc(Cl)ccc2N1 (stereo not given)	4
